From PubChem BioAssay
Diaphorase act – counter-screen for diaphorase-based assays: diaphorase activators and chemical reducers | Diaphorase/resazurin coupled assay, resorufin fluorescence, 16 min; active compounds read high; 1 = vehicle wells, 0 = NADH-free wells | activation factor at 20 µM | hit rate 0.005% among 190,000;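 active = diaphorase activity raised at least twofold by the compound at 20 µM; inactive = activation factor below 2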
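Material: purified diaphorase enzyme from Clostridium kluyveri; Also added: 0.114 mM NADH and 0.1 mM resazurin, final amounts; Doses: single compound dose of 20 µM, 1% DMSO final; Times: 16 min enzyme reaction, ambient temperature; Detection: resorufin fluorescence, excitation 544 nm, emission 590 nm; Measure: increased resorufin signal from activators or reducing compounds.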
G6PDH counter – L. mesenteroides G6PDH inhibition counter-screen. Purified L. mesenteroides G6PDH, diaphorase/resazurin coupled fluorescence, 45 min. inhibition, % at 5 µM. hit rate 0.12% among 200,000. AID 1020
RAM network inh – inhibitors of the yeast RAM network; S. cerevisiae dse1pr::URA3 reporter, 5-FOA growth OD615, 2 d; analog-sensitive cbk1-as2 kinase mutant strain; inhibition, % at 50 µM; hit rate 1.8% among 190,000;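 active = inhibition above a set limit, 3 SD over mean compound inhibition, cut at about 8.4% in these data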;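 note: 0% = DMSO-only wells with no growth and 100% = 10 µM 1-NA-PP1 full growth; inhibition rescues growth on 5-FOA so higher OD means more RAM inhibition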
L major viab – inhibitors of Leishmania major promastigote growth; Leishmania major promastigotes, resazurin fluorescence viability; inhibition, % at 10 µM; hit rate 9% among 200,000; AID 1063;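 note: promastigotes grown with compound for 44 hours at 28 °C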
PMI act hi M6P – activators of human phosphomannose isomerase at near-saturating mannose 6-phosphate | P34949 | coupled PMI enzyme assay, resazurin fluorescence, 20 min; active compounds read high; 1 = untreated enzyme, 0 = substrate-free blank | activation factor at 20 µM | hit rate 0.34% among 190,000 | AID 1216;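 active = activation factor of 2 or more at 20 µM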
Target sequence (P34949 whole entry, looked up): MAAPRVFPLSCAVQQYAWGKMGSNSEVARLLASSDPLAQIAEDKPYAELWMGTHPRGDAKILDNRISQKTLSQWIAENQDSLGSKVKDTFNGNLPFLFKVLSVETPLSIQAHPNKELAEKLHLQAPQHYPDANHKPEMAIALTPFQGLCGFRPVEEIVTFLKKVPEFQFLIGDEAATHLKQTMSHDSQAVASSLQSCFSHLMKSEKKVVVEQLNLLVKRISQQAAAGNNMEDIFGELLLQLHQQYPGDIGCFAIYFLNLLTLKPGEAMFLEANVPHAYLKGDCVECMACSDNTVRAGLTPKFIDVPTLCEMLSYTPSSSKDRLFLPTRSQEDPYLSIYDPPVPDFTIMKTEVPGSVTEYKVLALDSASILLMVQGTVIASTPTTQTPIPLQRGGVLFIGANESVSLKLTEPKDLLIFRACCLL
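Test system: Human PMI in coupled enzyme assay | Input: 15 ng/mL PMI | Medium: HEPES-buffered pH 7.4 with magnesium and detergent | Compound: One concentration, 20 µM, in 1% DMSO | Incubation: Enzyme reaction with compound 20 min at room temperature | Detection: Diaphorase-driven resazurin-to-resorufin fluorescence, excitation 544, emission 590 nm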
Diaph inh CS – diaphorase inhibition or chemical oxidation counter-screen | diaphorase resazurin-to-resorufin fluorescence, NADH, 16 min; bacterial (C. kluyveri) enzyme, not human | inhibition, % at 20 µM | hit rate 0.69% among 190,000 | AID 1217;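 active = primary screen inhibition at 20 µM above a set limit, cut at about 50% in these data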;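 note: plate controls were DMSO with full reaction for no effect and wells lacking NADH for full effect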
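material = Clostridium kluyveri diaphorase enzyme | amount = 0.14 U/mL diaphorase, enzyme working solution | schedule = incubation 16 min, room temperature | detection = fluorescence of resorufin formed from resazurin, Ex 544/Em 590 nm | benchmarks = positive control minus NADH, DMSO neutral control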
PMI activator – phosphomannose isomerase (human) activation; P34949; purified human PMI, coupled resazurin fluorescence, 20 min; active compounds read high; 1 = vehicle control, 0 substrate-free wells; activation factor at 20 µM; hit rate 0.005% among 190,000;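 active = activation factor of 2 or more at 20 µM, relative to plate controls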
S1P3 antag – S1P3 (human) receptor antagonism. Q99500. inhibition, % at 4.98 µM. hit rate 0.27% among 170,000. CHO S1P3 NFAT-BLA reporter, FRET fluorescence, antagonist mode;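 active = inhibition above the plate cutoff, the mean inhibition of test wells on that plate plus 3 SD, cut at about 28% in these data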;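 note: cells challenged with S1P at its EC80 of 0.8 µM; blue over green emission ratio from cleaved BLA substrate after 4 h stimulation; 0% = S1P-stimulated wells and 100% = unstimulated DMSO-only wells; some compounds past the cut are filed as inactive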
Target sequence (Q99500 whole entry, looked up): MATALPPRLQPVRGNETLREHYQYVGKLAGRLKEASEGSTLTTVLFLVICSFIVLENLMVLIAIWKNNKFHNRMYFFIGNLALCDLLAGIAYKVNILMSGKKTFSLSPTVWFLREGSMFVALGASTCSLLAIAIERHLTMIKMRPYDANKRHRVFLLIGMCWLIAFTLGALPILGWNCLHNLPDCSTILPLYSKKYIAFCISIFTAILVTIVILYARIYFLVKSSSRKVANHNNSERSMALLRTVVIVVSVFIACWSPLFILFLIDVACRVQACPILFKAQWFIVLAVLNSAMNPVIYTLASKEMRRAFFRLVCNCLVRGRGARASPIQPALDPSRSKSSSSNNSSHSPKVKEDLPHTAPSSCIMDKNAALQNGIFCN
TLR4-MyD88 BLA – TLR4-MyD88 interaction inhibition in cells; hit rate 0.18% among 200,000; inhibition, % at 8.4 µM; O00206+Q99836; HeLa CL3-4 TLR4/MyD88 BLA complementation, FRET ratio; in the data active = inhibition above about 25%;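 note: 0% = vehicle and 100% = reference inhibitor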
DTT redox prof – compounds producing H2O2 with reducing agent – biochemical, NIH compound library profiling, artefact control for MLSCN library redox annotation, primary screen | DTT-dependent redox cycling H2O2, phenol red/HRP absorbance; 100% = 100 µM peroxide control, 0% = buffer | activation, % at 10 µM | hit rate 0.03% among 200,000;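 active = activation of at least 50% relative to the plate's high and low controls in the primary single-dose screen; inactive = activation below 50%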;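 note: compound incubated with DTT at 0.8 mM final as the reducing agent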
Hsp70 activator – transcriptional activators of Hsp70; HeLa Hsp70 promoter luciferase reporter, luminescence; scaled: vehicle 0, proteasome-inhibitor control 100%; hit rate 0.04% among 200,000; AID 1203; activation, % at 10 µM;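 active = activation above the mean across all tested compounds plus 3 SD, cutoff set per campaign, cut at about 5.5% in these data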;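 note: 100% = MG132 at 30 µM as the positive control and 0% = DMSO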
The depositor's hits bear a star; . = not tested or not shown. Cut-off read from the data, not from the text of the source, unless noted: active = inhibition above about 50%; inactive = the rest.

SMILES	Diaphorase act	G6PDH counter	RAM network inh	L major viab	PMI act hi M6P	Diaph inh CS	PMI activator	S1P3 antag	TLR4-MyD88 BLA	DTT redox prof	Hsp70 activator
COC(=O)/C=C1\OC(c2ccccc2)=CC1=O	0.7	11	-0.9	-3	1.1	32	1	-9	-5	0.0	-0.3
O=C(Cn1cncn1)N/N=C/c1c2ccccc2cc2ccccc12	0.9	3	3.8	3	1	12	0.9	.	-3	-3.4	0.1
CC1(C)C([N+](=O)[O-])C(c2ccc(O)cc2)NC(c2ccc(O)cc2)C1[N+](=O)[O-] (stereo unspecified)	0.8	7	1.4	-5	1	16	0.9	-16	-6	-0.1	-0.2
CC(=O)c1nn(-c2ccc(Br)cc2)cc1C(=O)c1ccccc1	1.1	-1	3.8	20	1.2	-13	1.1	9	-7	0.4	-0.2
COc1ccc(/C=C/C(=O)Nc2cc(C)nn2-c2nc3ccccc3[nH]2)cc1	0.9	-24	4.7	0	1	8	0.9	9	-2	1.1	-0.2
Cc1ccc(-n2ncc3c(=O)[nH]c(SCC(=O)N4CCOCC4)nc32)cc1	0.9	-7	4.2	6	0.9	12	0.9	6	8	1.2	0.1
CCOc1ccc(CCNC(=O)CCc2nc3ccccc3[nH]2)cc1OCC	1.2	5	1.2	13	1.2	-23	1.2	6	-4	-0.5	-0.3
Cc1ccc(NCN2C(=O)C3C4C=CC(C4)C3C2=O)cc1 (stereo unspecified)	0.8	5	1.6	-1	0.8	19	0.9	-21	7	1.0	-0.4
CCC(CC)C(=O)OCC(=O)Nc1ccc(S(=O)(=O)N2CCOCC2)cc1OC	0.9	3	0.0	30	1	9	1	.	11	0.5	0.1
O=C(CCc1ccccc1)C(=O)N1CCCC(C(=O)c2cccc(Cl)c2)C1 (stereo unspecified)	0.9	6	4.0	-2	1	14	0.9	-14	5	-0.1	-0.1
NC(=O)NC(=O)COC(=O)CN1C(=O)C2CCCCC2C1=O (stereo unspecified)	0.9	-7	-0.1	-7	0.9	10	0.9	-3	6	0.6	-0.4
O=C(CCSc1ccc(F)cc1)Nc1ccc(-n2cnnn2)cc1	0.8	5	4.0	9	1	15	0.9	.	-2	-0.8	-0.7
CN1CC(=O)Nc2ccc(F)cc2C1=O	0.9	6	1.2	-6	0.9	12	0.9	.	-3	1.1	-0.2
O=C(CC1SCCNC1=O)Nc1ccc(F)c(Cl)c1 (stereo unspecified)	0.9	3	-0.1	-8	1	7	1	-3	3	7.5	-0.1
CNC(=S)/N=C/NOCc1ccc(Cl)cc1Cl	0.9	-4	0.5	58*	1	11	1	10	-3	0.0	-0.1
Cc1ccc(-c2c3c(=O)n(C)c(=O)n(C)c3cn2-c2ccccc2O)cc1	1.1	13	2.7	2	1.1	-13	1.2	-9	-17	-0.7	0.1
Cc1nc(Nc2nc(=O)c3ccccc3n2C)nc2c(C)cccc12	.	.	.	-1	.	.	.	10	-2	3.3	0.7
O=S(=O)(Nc1ccc(N2CCOCC2)cc1)c1ccc(F)cc1F	0.9	0	1.5	5	0.8	14	1.1	-25	-1	-0.9	-0.3
Cc1ccc(NC2c3ncccc3C(=O)N2C2CCCCC2)cc1 (stereo unspecified)	1	-2	2.0	0	1	2	1	-6	2	-1.4	-0.3
COC(=O)c1c[nH]n2c(=O)cc(CCl)nc12	0.8	-4	2.7	-9	0.8	21	0.8	.	-3	-3.1	0.4
CC1(C)CC(=O)C2=C(C1)OC(/N=C/N1CCOCC1)=C(C#N)C2c1ccccc1 (stereo unspecified)	1	9	0.2	18	0.9	1	1.2	-9	-13	0.8	-0.1
Cc1ccc2cc(C(c3nnnn3C(C)(C)C)N3CCCC3)c(=O)[nH]c2c1C (stereo unspecified)	0.7	6	.	.	1.3	33	1.3	-8	.	.	.
CC(=O)Nc1cc(C(=O)c2ccccc2)ccc1N1CCOCC1	0.9	-2	0.1	1	1	6	1	-22	-8	-1.5	-0.2
COc1ccc(Nc2cc(Cl)nc(N)n2)cc1OC	0.8	4	2.7	-1	0.7	20	0.9	1	5	-0.8	-0.3
O=C(/C=C/c1cccc([N+](=O)[O-])c1)NC(=S)Nc1ccccc1C(=O)O	0.6	2	1.5	4	1	38	1	-2	-5	-0.1	0.1
CCOC(=O)Cc1csc(NC(NC(=O)OCC)(C(F)(F)F)C(F)(F)F)n1	0.9	2	1.2	-3	1	13	1	.	-5	0.2	-0.3
COC(=O)c1cccc(OC(N)=O)c1	0.8	-1	0.9	-2	0.9	19	1	-8	22	1.2	0.3
COc1ccc(C)cc1S(=O)(=O)N(CC(=O)Nc1cc([N+](=O)[O-])ccc1C)c1ccc(C)c(C)c1	0.9	9	5.3	99*	1	12	0.9	16	5	1.4	-0.2
CCC1CCCCN1C(=O)CCn1ccnc1 (stereo unspecified)	0.9	-2	-0.9	-3	1	6	1	-12	-3	-0.1	0.1
CC1CCCCN1C(=O)CSc1nc2cc3c(cc2c(=O)n1Cc1ccc2c(c1)OCO2)OCO3 (stereo unspecified)	0.9	-42	3.4	54*	0.9	12	0.8	.	-20	0.7	-0.3
CCCCCC#CCC#CCC#CCC#CCCCC(=O)O	0.6	9	2.5	84*	1.1	40	1.1	8	-4	0.3	-0.3
C/C(=N\Nc1cccc(Cl)c1)c1ccc(-n2ccnc2)cc1	0.9	-3	-1.3	1	2.6*	6	1.8	14	-3	-0.2	-0.2
CCCn1c(CNC(=O)c2ccccc2)nc2ccccc21	0.9	3	1.8	2	0.9	6	1	-8	10	2.5	-0.1
O=C(C1CCC1)N1CCc2cc(S(=O)(=O)NCc3ccco3)ccc21	0.9	-9	2.8	1	1	14	0.9	20	1	2.4	-0.1
O=C(CCc1ccccc1)Nc1cccc(NC(=O)CCc2ccccc2)c1	0.8	-1	4.1	18	0.9	19	0.9	.	-1	0.7	-0.5
CCOc1ccc(C(=O)CCN2CCCCC2)cc1	1	14	-1.1	10	0.9	3	0.8	16	8	-2.9	-0.3
CC1CCN(S(=O)(=O)c2ccc(NC(=O)Cc3ccccc3)cc2)CC1	0.8	-2	.	9	1	17	0.9	.	-8	0.0	-0.1
COc1ccc(CCNC(=O)Cn2cnc3c2c(=O)n(C)c(=O)n3C)cc1OC	1	5	0.8	-7	1.1	4	1.1	-7	-8	2.2	0.2
CCCNC(=O)N1CCCC(C(=O)c2cccc(Cl)c2)C1 (stereo unspecified)	0.8	6	0.8	2	0.9	15	0.9	-30	-1	2.5	-0.3
Cc1nnc(SCC(=O)NC2CCS(=O)(=O)C2)n1-c1ccccc1 (stereo unspecified)	1	6	-0.6	5	1	4	1.1	-12	-3	-0.3	-0.2
c1cnc2nc(CSc3ncn[nH]3)cn2c1	1	0	0.8	-7	1.1	0	1.1	-3	1	-0.2	0.2
O=C(COc1ncnc2scc(-c3ccccc3)c12)NC1CCCc2ccccc21 (stereo unspecified)	0.8	-10	2.5	33	1	19	0.9	-11	-2	-0.2	-0.3
Cc1nnc(SCC(=O)NC(=O)NCc2ccco2)s1	1	3	1.1	-7	1.1	0	1.2	-1	4	-2.6	-0.4
O=S(=O)(Nc1cc(S(=O)(=O)N2CCOCC2)ccc1N1CCCC1)c1cccs1	0.9	0	0.5	-3	1.1	7	1.2	-10	2	-0.3	-0.2
Cc1nccn1CCCN1C(=O)CNC1=S	0.9	1	1.6	-8	1	10	1	0	-16	-0.2	-0.2
O=C(COC(=O)c1ccc2c(c1)OCO2)Nc1nc(-c2ccccc2)cs1	1.2	20	4.2	-1	1	-15	1	4	-7	-0.1	0.2
CCC(=O)Nc1ccc(N2CCN(Cc3ccccc3F)CC2)cc1	1	-4	1.0	-3	1.1	-5	1.1	.	-4	0.0	0.0
COc1cccc(C(=O)NC(=S)Nn2cnnc2)c1OC	1	10	2.7	-6	1	-1	0.7	-5	0	0.2	-0.3

Two compounds from above, limited to L major viab and S1P3 antag.
SMILES	L major viab	S1P3 antag
CCCNC(=O)N1CCCC(C(=O)c2cccc(Cl)c2)C1 (stereo unspecified)	2	-30
COc1ccc(CCNC(=O)Cn2cnc3c2c(=O)n(C)c(=O)n3C)cc1OC	-7	-7

Next section
SMILES	Diaphorase act	G6PDH counter	RAM network inh	L major viab	PMI act hi M6P	Diaph inh CS	PMI activator	S1P3 antag	TLR4-MyD88 BLA	DTT redox prof	Hsp70 activator
CCn1c(=O)c(C(=O)Nc2cccnc2)c(O)c2ccccc21	.	.	.	-3	.	.	.	-1	-6	3.6	-0.7
CN1C(=O)c2ccc(C(=O)NC3CCCCC3)cc2C1=O	0.9	27	0.3	-5	0.9	14	0.8	7	2	1.4	-0.2
N#C/C(=C\c1ccco1)c1nc2ccccc2s1	1	11	0.7	-6	1	4	0.9	7	0	0.0	0.2
COc1ccccc1NS(=O)(=O)c1ccc2oc(SCc3ccc(C#N)cc3)nc2c1	0.9	10	3.0	22	0.9	15	0.8	-2	-6	-0.1	-0.1
CCOc1ncccc1C(=O)Nc1nc(C(C)(C)C)cs1	0.9	12	1.5	10	1	11	1	-19	-1	0.1	-0.6
CNc1nc(-c2c[nH]c3ccccc23)cs1	0.9	19	0.7	6	1.5	12	1.3	.	1	-6.2	-0.4
O=C(CCc1nnc(COc2ccccc2)o1)NC1(c2ccccc2)CC1	0.9	-4	1.2	-6	1.1	6	1	-4	-13	0.1	-0.3
CCn1c(=O)c2cc(C(=O)NCCN3CCOCC3)sc2c2ccccc21	0.7	0	-1.0	11	0.9	35	0.9	4	-2	-0.9	0.1
C=CCn1c(N)cc(=O)nc1SC(C)C(=O)Nc1cccc2ccccc12 (stereo unspecified)	1	0	-0.5	-1	1.1	4	1.1	.	18	0.1	-0.1
Cc1ccc(N(CCC(=O)O)S(=O)(=O)c2cccc(C(F)(F)F)c2)cc1	1	8	1.7	5	1.1	-5	1.1	-5	-8	0.3	-0.5
Cn1c(=O)c2c(=O)cc(NNC(=O)C(C)(C)C)[nH]c2n(C)c1=O	0.8	5	-0.1	-1	0.8	15	0.8	.	-13	0.0	-0.1
